Assay outcomes as filed in PubChem BioAssay.
RmlCD inh 1536: M. tuberculosis RmlC/RmlD coupled enzyme inhibitors, primary screen, biochemical, compound mixtures, 384-well, from 1536-well plates. AID 1533, 2009. inhibition, % at 3.6 µM. 0.03% of 160,000 active. RmlC+RmlD coupled enzyme assay, percent inhibition; primary screen in compound mixtures; in the data active means inhibition mostly above about 34%, no sharp cut-off; further: some results filed as inactive read as strong as hits
Target sequence (P9WH09 whole entry, looked up): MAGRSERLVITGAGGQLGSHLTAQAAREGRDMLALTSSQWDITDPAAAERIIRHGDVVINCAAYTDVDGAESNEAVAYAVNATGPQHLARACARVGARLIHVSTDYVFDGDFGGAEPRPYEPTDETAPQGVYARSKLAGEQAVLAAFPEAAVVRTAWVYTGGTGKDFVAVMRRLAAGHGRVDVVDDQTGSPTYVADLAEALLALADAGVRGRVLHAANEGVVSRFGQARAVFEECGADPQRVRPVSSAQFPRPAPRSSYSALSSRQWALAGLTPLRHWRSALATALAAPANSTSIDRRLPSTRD
Target sequence (P9WH11 whole entry, looked up): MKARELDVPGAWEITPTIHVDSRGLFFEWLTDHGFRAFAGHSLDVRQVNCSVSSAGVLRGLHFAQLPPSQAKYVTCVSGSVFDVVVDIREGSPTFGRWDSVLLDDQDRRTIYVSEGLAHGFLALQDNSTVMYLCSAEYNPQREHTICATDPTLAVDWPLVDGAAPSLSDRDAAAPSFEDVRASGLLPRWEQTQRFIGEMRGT
GlmU inhibition: inhibition of mycobacterial GlmU enzyme – biochemical, glucosamine-1-phosphate acetyltransferase (AID 1376); Bifunctional protein GlmU (Mycobacterium tuberculosis (strain ATCC 25618 / H37Rv)); M. tuberculosis GlmU acetyltransferase enzyme assay; higher % means a stronger effect; inhibition, %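 (tested at 30 µM in the primary screen)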, or IC50 in µM where a hit was titrated; 0.25% of 220,000 active; in the data active means inhibition above about 13%;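 further: 0% = complete reaction with vehicle and 100% = reaction without substrate; strong numbers were not always called active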
Active calls of the source: *; . = not tested or not shown.

Values run as follows: RmlCD inh 1536 | GlmU inhibition
> Cc1cc(C(=O)CN2C(=O)C(=O)N(Cc3ccccc3)C2=O)c(C)n1CC1COc2ccccc2O1 (stereo unspecified)
 : -11 | -0.2%
> COc1cc(C(=O)Nc2ccc3c(c2)OCO3)ccc1OCc1c(C)noc1C
 : 8 | -6.7%
> CCOCCCn1c(SCC(=O)NCc2ccc3c(c2)OCO3)nc2ccccc2c1=O
 : -13 | 2.6%
> CC(=O)Nc1ccc(NC(=O)CN(c2cc(Cl)ccc2Cl)S(C)(=O)=O)cc1
 : . | -1.9%
> Cc1cc(C)nc(N2CCC(C(=O)NCCc3ccc(Cl)cc3)CC2)n1
 : 7 | -13%
> Cc1cccc2nc(COc3ccc(-c4ccccc4)cc3)cn12
 : -11 | -9.5%
> O=c1[nH]c(CSc2ncc(C(F)(F)F)cc2Cl)nc2cc(C(F)(F)F)ccc12
 : -25 | -1.1%
> O=C(Nc1ccccc1)Nc1snnc1C(=O)Nc1cccc(O)c1
 : 11 | 4.1%
> COc1cc(OC)c(/C=N/n2c(C)nnc2C)c(OC)c1
 : -10 | -0.1%
> Cc1ccc(NC(=O)CN(C)C(=O)c2cc3ccccc3o2)cc1
 : . | 1.4%
> C=CCn1cc(-c2ccc(Cl)cc2)cc(C#N)c1=O
 : . | -0.4%
> CCS(=O)(=O)N1CCN(C(=O)C(c2ccccc2)c2ccccc2)CC1
 : 102 | 4.6%
> FC(F)(F)c1cc(-c2ccco2)nc(-n2cnc3ccccc32)n1
 : . | 2.5%
> COCCNC(=O)c1ccc(CS(=O)(=O)c2ccc(Cl)cc2)o1
 : -7 | 1.3%
> CC(C)CCn1c(=O)c2ccccc2n2c(CN3CCCC3)nnc12
 : . | -3.4%
> COc1cccc(N2CCN(S(=O)(=O)c3cccc4nsnc34)CC2)c1
 : -14 | -0.3%
> Cc1cc(=O)nc2c3ccccc3n(C(C)C(=O)Nc3cc(F)ccc3F)n12 (stereo unspecified)
 : 22 | -4.4%
> Cc1c(Cl)c([N+](=O)[O-])nn1CCCC(=O)Nc1cccnc1
 : 4 | -1.4%
> Cn1cc(S(=O)(=O)N2CCC3(CC2)OCCO3)c(=O)n(C)c1=O
 : . | -7.5%
> Cc1onc(-c2c(F)cccc2Cl)c1C(=O)c1ccc(F)cc1
 : -2 | 2.9%
> O=C(NC1=NCCS1)C1CC(=O)N(c2ccccc2)C1 (stereo unspecified)
 : -5 | 0.9%
> O=C(NC(N1CCOCC1)C(Cl)(Cl)Cl)c1ccco1 (stereo unspecified)
 : 3 | -0.9%
> CCOC(=O)Cc1nnc(NC(=O)C(CC)Sc2nc(C)cc(=O)[nH]2)s1 (stereo unspecified)
 : 19 | 1.4%
> O=C(COCC(=O)Nc1cccc(C(F)(F)F)c1)Nc1cccc(C(F)(F)F)c1
 : 98 | 1.4%
> COCCCNC(=O)c1c(NC(=O)c2ccccc2Cl)n(Cc2ccccc2)c2nc3ccccc3nc12
 : -6 | -5.6%
> COCCNC(=O)c1cc(S(=O)(=O)N(C)c2ccccc2OC)ccc1C
 : 12 | 10%
> CC1CCN(C(=S)c2ccc(-c3ccc(Cl)cc3Cl)o2)CC1
 : 4 | 4.2%
> O=C(NCc1ccccc1)C1=C[C@H](c2ccc(C(F)(F)F)cc2)C[C@H](OCCCCO)O1
 : . | -1.6%
> O=C(O)[C@@H](O)[C@H](O)C(=O)O
 : . | 2.8%
> COCCNC(=S)NC(=O)CC12CC3CC(CC(C3)C1)C2
 : . | -0.2%
> COc1cc(SC#N)ccc1N=Cc1c(C)[nH]n(-c2ccc(C)c(C)c2)c1=O
 : 5 | -6.8%
> COc1cc(/C=C/C(=O)OCC(=O)NCc2cccs2)ccc1OC(F)F
 : 10 | 2.5%
> O=C(N/N=C/c1ccccn1)c1ccc(S(=O)(=O)N2CCCCCC2)cc1
 : -8 | -7.1%
> CN(CCOc1ccccc1)CC(=O)Nc1ccc(S(=O)(=O)N2CCCC2)cc1
 : . | -5.8%
> C/C=C1/CN2[C@@H]3C4CO[C@@H]3c3c([nH]c5cc(OC)ccc35)[C@@H]2CC14 (stereo partly specified)
 : . | 4.2%
> CC(=O)N1CCN(c2cc(N3CCCC3)c(F)cc2[N+](=O)[O-])CC1
 : 3 | -0.1%
> CCC(C)N1C(=O)CCC1C(=O)N1CCN(c2ccc(F)cc2)CC1 (stereo unspecified)
 : -2 | .
> Cc1[nH]c2ccc(-c3nnc(SCC(=O)c4ccc(F)cc4)o3)cc2c1C
 : 8 | -1.8%
> CC1=C(C(=O)N(C)C)C(c2ccc(Cl)c(Cl)c2)NC(=O)N1 (stereo unspecified)
 : -10 | 0.3%
> COc1cccc(NC(=O)C(Cc2ccccc2)NC(=O)C2CCC(C)CC2)c1 (stereo unspecified)
 : . | 1.4%
> CC(=O)c1cc(C#N)c(SCCC(C)C)nc1C
 : -1 | -0.6%
> CN(C)C(=O)COC(=O)c1cc(Cl)cc(Cl)c1N
 : -6 | 2.6%
> O=[N+]([O-])c1cc(Cl)ccc1Sc1cccc2cccnc12
 : -7 | 2.8%
> Cc1cc(C)n(-c2nc3c(c(=O)[nH]c(=O)n3C)n2C)n1
 : -6 | -1.3%
> CCOC(=O)C1C(=O)CC(C)(O)C(C(=O)OCC)C1c1cccc(OC)c1 (stereo unspecified)
 : 15 | -0.3%
> COc1ccccc1-n1cnnc1SCC(=O)Nc1ncc(Cl)cc1Cl
 : 16 | 4.1%
> Cc1c2c(nc3c(C(=O)NC4CCCCC4C)cnn13)CCCC2 (stereo unspecified)
 : 12 | .
> COC(=O)c1ccccc1NC(=O)CCS(=O)(=O)c1ccc(Br)cc1
 : . | 29µM*
> CCNC(=O)COc1ncnc2scc(-c3ccc(F)cc3)c12
 : 8 | -6.8%
> COc1ccc(CCN2C(=O)NC(NS(=O)(=O)c3ccc(NC(C)=O)cc3)(C(F)(F)F)C2=O)cc1OC (stereo unspecified)
 : 8 | -1.8%
> Nc1cc(-c2ccc(Cl)cc2)nn1-c1ccccc1
 : 7 | -3.5%
> Clc1ccc2c(c1)C(N1CCNCC1)=Nc1ccccc1O2
 : . | -3.6%
> O=C(COC(=O)c1ccc(S(=O)(=O)N2CCCC2)cc1)NCc1ccc(Cl)cc1
 : -3 | -0.2%
> Cc1cc(C(=O)CSc2nnc3ccccn23)c(C)n1-c1ccccc1
 : -12 | 4.5%
> COc1cc(NC(=O)CSc2nc3ccccc3c(=O)n2C)ccc1NC(=O)c1ccco1
 : . | 2.4%
> COc1ccccc1NS(=O)(=O)c1cccc(C(=O)NN)c1
 : 3 | 4.0%
> CCC(C)NC(=O)c1cc(-c2ccc(OC)cc2)on1 (stereo unspecified)
 : 7 | 0.7%
> COc1ccc(-c2cc(C(=O)Nc3sc4c(c3C#N)CCCC4)c3ccccc3n2)cc1OC
 : 13 | 1.0%
> CCOC(=O)C1=C(NC(=S)NC(=O)c2ccccc2)c2ccccc2CC1C(C)C (stereo unspecified)
 : -6 | 1.0%
> Cc1ccc(CNC(=O)Cn2cccc2C(=O)c2ccccc2)cc1
 : 8 | 7.3%

25 of the compounds above, as a markdown table.
| Molecule | RmlCD inh 1536 | GlmU inhibition |
| --- | --- | --- |
| O=C(N/N=C/c1ccccn1)c1ccc(S(=O)(=O)N2CCCCCC2)cc1 | -8 | -7.1% |
| CN(CCOc1ccccc1)CC(=O)Nc1ccc(S(=O)(=O)N2CCCC2)cc1 | . | -5.8% |
| C/C=C1/CN2[C@@H]3C4CO[C@@H]3c3c([nH]c5cc(OC)ccc35)[C@@H]2CC14 (stereo partly specified) | . | 4.2% |
| CC(=O)N1CCN(c2cc(N3CCCC3)c(F)cc2[N+](=O)[O-])CC1 | 3 | -0.1% |
| CCC(C)N1C(=O)CCC1C(=O)N1CCN(c2ccc(F)cc2)CC1 (stereo unspecified) | -2 | . |
| Cc1[nH]c2ccc(-c3nnc(SCC(=O)c4ccc(F)cc4)o3)cc2c1C | 8 | -1.8% |
| CC1=C(C(=O)N(C)C)C(c2ccc(Cl)c(Cl)c2)NC(=O)N1 (stereo unspecified) | -10 | 0.3% |
| COc1cccc(NC(=O)C(Cc2ccccc2)NC(=O)C2CCC(C)CC2)c1 (stereo unspecified) | . | 1.4% |
| CC(=O)c1cc(C#N)c(SCCC(C)C)nc1C | -1 | -0.6% |
| CN(C)C(=O)COC(=O)c1cc(Cl)cc(Cl)c1N | -6 | 2.6% |
| O=[N+]([O-])c1cc(Cl)ccc1Sc1cccc2cccnc12 | -7 | 2.8% |
| Cc1cc(C)n(-c2nc3c(c(=O)[nH]c(=O)n3C)n2C)n1 | -6 | -1.3% |
| CCOC(=O)C1C(=O)CC(C)(O)C(C(=O)OCC)C1c1cccc(OC)c1 (stereo unspecified) | 15 | -0.3% |
| COc1ccccc1-n1cnnc1SCC(=O)Nc1ncc(Cl)cc1Cl | 16 | 4.1% |
| Cc1c2c(nc3c(C(=O)NC4CCCCC4C)cnn13)CCCC2 (stereo unspecified) | 12 | . |
| COC(=O)c1ccccc1NC(=O)CCS(=O)(=O)c1ccc(Br)cc1 | . | 29µM* |
| CCNC(=O)COc1ncnc2scc(-c3ccc(F)cc3)c12 | 8 | -6.8% |
| COc1ccc(CCN2C(=O)NC(NS(=O)(=O)c3ccc(NC(C)=O)cc3)(C(F)(F)F)C2=O)cc1OC (stereo unspecified) | 8 | -1.8% |
| Nc1cc(-c2ccc(Cl)cc2)nn1-c1ccccc1 | 7 | -3.5% |
| Clc1ccc2c(c1)C(N1CCNCC1)=Nc1ccccc1O2 | . | -3.6% |
| O=C(COC(=O)c1ccc(S(=O)(=O)N2CCCC2)cc1)NCc1ccc(Cl)cc1 | -3 | -0.2% |
| Cc1cc(C(=O)CSc2nnc3ccccn23)c(C)n1-c1ccccc1 | -12 | 4.5% |
| COc1cc(NC(=O)CSc2nc3ccccc3c(=O)n2C)ccc1NC(=O)c1ccco1 | . | 2.4% |
| COc1ccccc1NS(=O)(=O)c1cccc(C(=O)NN)c1 | 3 | 4.0% |
| CCC(C)NC(=O)c1cc(-c2ccc(OC)cc2)on1 (stereo unspecified) | 7 | 0.7% |

(list continues)
Values run as follows: RmlCD inh 1536 | GlmU inhibition
> COc1ccccc1N1CCN(CCOc2c(OC)cccc2OC)CC1
 : -5 | 6.0%
> O=C1CCC(=O)N1OCCCCOc1ccccc1
 : 10 | -2.3%
> Cc1ccc(C(=O)N/C(=C\c2cccs2)C(=O)NCC2CCCO2)cc1C (stereo unspecified)
 : -11 | -0.8%
> CC(C)Nc1nnc(SCC(=O)/C=C2\N(C)c3ccccc3C2(C)C)s1
 : 0 | -0.1%
> CCOC(=O)N1CCC(N2C(=O)c3ccccc3C2Nc2cc(Cl)c(OC)cc2OC)CC1 (stereo unspecified)
 : 5 | 0.0%
> CSc1nc2nccc(-c3ccc(Cl)cc3)n2n1
 : 7 | 0.8%
> O=C(N=Nc1c(O)[nH]c2ccccc12)c1ccco1
 : -12 | -0.9%
> Cc1cccc(C2c3[nH]c4ccccc4c3CCN2Cc2cccn2-c2ncccn2)c1 (stereo unspecified)
 : 3 | -3.2%
> COc1ccc(-c2ccc(F)cc2)cc1[C@H]1[C@H]2C=CC[C@@H](C)[C@@H]2C(=O)N1Cc1ccccc1
 : . | 1.8%
> S=c1[nH]nc(-c2ccccn2)n1/N=C/c1ccc(-c2ccccc2Cl)o1
 : -16 | 4.7%
> CSCc1ccc(C(=O)Nc2ccc(C(N)=O)cc2)cc1
 : -13 | 3.4%
> CCCCn1c2ccccc2c2nnc(SCC(=O)NC3=NN=C(c4ccccc4)CS3)nc21
 : 4 | 2.1%
> Cc1cc(C)c2[nH]c(C(=O)Nc3ccc4c(c3)OCO4)cc2c1
 : -12 | 6.9%
> COc1ccc(N=c2oc3ccc(OC)cc3cc2-c2nc3ccccc3[nH]2)cc1
 : 3 | -1.5%
> Cc1ccc(OCc2nnc(N)s2)cc1
 : 6 | 8.9%
> Cc1cc(C)nc(NC(=O)c2c(-c3c(Cl)cccc3Cl)noc2C)n1
 : . | 2.3%
> N#CNC(=Nc1ccccc1F)SCc1ccc(C(=O)O)cc1
 : 12 | 5.9%
> O=[N+]([O-])c1ccccc1-c1ccc(C(=S)N2CCCC2)o1
 : -1 | 7.1%
> O=S(=O)(Cc1ccc(Cl)cc1)N1CCCC1
 : -3 | -0.6%
> CC(=O)c1cccc(NC(=O)c2cc(C(C)C)on2)c1
 : -9 | -2.2%
> CCOc1ccccc1Oc1c(C)oc2c(CN3CCN(C)CC3)c(O)ccc2c1=O
 : 10 | 0.8%
> CCCCC(NC(C)=O)c1nc2ccccc2n1CCC (stereo unspecified)
 : 1 | 1.3%
> CC(=O)Nc1cc2c(cc1Br)OCCO2
 : . | 0.6%
> Cc1ncc([N+](=O)[O-])n1CCOC(=O)NC(NCc1ccccc1)C(Cl)(Cl)Cl (stereo unspecified)
 : 27 | -3.9%
> CC(C)C(=O)N1CCN(c2ccc(NC(=O)COc3ccccc3[N+](=O)[O-])cc2)CC1
 : 3 | 2.9%
> CN(C)C(=O)N1CCC(C(=O)NCc2ccc(F)cc2)CC1
 : 1 | 5.1%
> CCC(=O)N1CCN(c2ccc(Cl)cc2NC(=O)c2ccc3c(c2)OCCO3)CC1
 : 4 | 2.4%

Only part of the results is shown, so the mix of outcomes need not match the whole.
